Furin inhibitor – blocks human furin protease activity; AID 463115; inhibition, % at 30 µM; actives 0.061% (n = 220,000); P09958; purified furin, fluorogenic substrate cleavage; in the data active means inhibition above about 25%; further: inactives centre near -15
Wee1 degr inh – blocks degradation of human Wee1 kinase; P30291; HeLa Luc-Wee1K328M stability, luciferase luminescence; 100% = proteasome inhibitor MG132 effect; reporter increase, % at 5 µM; actives 1.2% (n = 220,000);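 active means activation above the mean of all tested compounds plus 3 SD, set per screening run, cut at about 8.8% in these data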;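 further: cells exposed to compound for 20 h before luminescence read; 0% = DMSO alone and 100% = MG132 at 30 µM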
Target sequence (P30291 whole entry K328M): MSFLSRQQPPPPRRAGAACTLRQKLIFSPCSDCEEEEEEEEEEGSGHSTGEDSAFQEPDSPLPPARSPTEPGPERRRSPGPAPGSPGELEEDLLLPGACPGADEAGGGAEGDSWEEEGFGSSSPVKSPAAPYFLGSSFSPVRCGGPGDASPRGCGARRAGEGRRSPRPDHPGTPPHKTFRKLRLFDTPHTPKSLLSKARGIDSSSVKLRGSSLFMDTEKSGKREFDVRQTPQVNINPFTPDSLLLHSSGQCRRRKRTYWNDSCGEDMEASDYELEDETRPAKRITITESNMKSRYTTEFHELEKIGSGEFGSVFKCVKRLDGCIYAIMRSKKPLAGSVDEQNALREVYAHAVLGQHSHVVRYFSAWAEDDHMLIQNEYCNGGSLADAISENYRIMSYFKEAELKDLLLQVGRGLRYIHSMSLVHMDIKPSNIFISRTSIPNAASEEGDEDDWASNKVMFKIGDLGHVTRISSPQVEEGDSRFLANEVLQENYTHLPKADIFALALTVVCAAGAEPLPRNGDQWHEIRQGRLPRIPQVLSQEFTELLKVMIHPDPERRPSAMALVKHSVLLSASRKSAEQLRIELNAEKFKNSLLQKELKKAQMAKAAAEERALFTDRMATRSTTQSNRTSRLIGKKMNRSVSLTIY
p97 inhibitor – inhibitors of human p97 ATPase; P55072; recombinant p97 ATPase, Kinase-Glo ATP luminescence, 3 h; inhibition, % at 8 µM; actives 0.42% (n = 220,000); AID 1481; in the data active means inhibition above about 15%;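 further: 0% = DMSO vehicle and 100% = wells lacking enzyme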
KCC2 mod – modulates chloride dependent transport by human KCC2; Q9H2X9; KCC2 cells, thallium flux FluoZin-2 fluorescence; B-score of Tl+ flux slope (higher = more flux/activation; lower = inhibition) at 10 µM; actives 2.2% (n = 190,000); AID 1456;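 active means thallium flux slope and its plate-corrected score both differing from the plate sample mean at a set confidence after two filtering rounds, in either direction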;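 further: slope of fluorescence scaled to starting intensity during 10 to 20 s after thallium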
FXIIa inh 1536 – inhibitors of human coagulation factor XIIa; purified FXIIa, Boc-QGR-AMC fluorogenic substrate, 2 h; inhibition, % at 5 µM; actives 0.3% (n = 220,000); AID 800; in the data active means inhibition above about 40%;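 further: 0% = enzyme with no compound and 100% = blank without enzyme; many of its hits are not listed in these tables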
KLK5 inh – kallikrein 5 (human) inhibition; recombinant hK5, fluorogenic AMC substrate cleavage; inhibition, % at 5 µM; actives 0.59% (n = 210,000);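 active means inhibition of 40% or more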;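 further: 0% = enzyme controls without compound and 100% = no-enzyme blanks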
Target sequence (Q9Y337 67-293 limits assumed): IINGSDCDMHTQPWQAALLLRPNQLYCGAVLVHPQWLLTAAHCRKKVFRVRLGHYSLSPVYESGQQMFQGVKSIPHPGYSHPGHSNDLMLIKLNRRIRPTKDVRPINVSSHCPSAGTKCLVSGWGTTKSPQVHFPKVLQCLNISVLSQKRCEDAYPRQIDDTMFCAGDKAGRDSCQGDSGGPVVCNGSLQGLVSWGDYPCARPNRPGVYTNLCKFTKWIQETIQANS
Thrombin inh – thrombin (human) inhibition. P00734. alpha-thrombin, Boc-VPR-AMC fluorogenic substrate cleavage. inhibition, % at 5 µM. actives 0.26% (n = 220,000);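 active means inhibition at or above 40%; inactive means inhibition below 40%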;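 further: 0% = enzyme with no compound and 100% = wells without enzyme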
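Test system: human alpha-thrombin protein / Dosing: one concentration per compound, 5 µM, with 0.2% DMSO / Medium: pH 7.5 Tris-saline with Tween 20 / Benchmarks: no-compound enzyme wells and no-enzyme blanks / Read-out basis: percent inhibition of thrombin substrate cleavage / Timing: reaction at room temperature / Measured by: fluorescence, ex 355 nm, em 460 nm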
FXIa inh – blocks human coagulation factor XIa protease activity; actives 0.14% (n = 220,000); inhibition, % at 5 µM; P03951; purified FXIa, Boc-Glu-Ala-Arg-AMC fluorogenic substrate;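 active means inhibition of at least 40%; inactive means inhibition below 40%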;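 further: fluorescence of freed AMC excited at 355 nm; 0% = enzyme without compound and 100% = no enzyme blank; many of its hits are not listed in these tables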
PERK inhibitor – blocks human PERK kinase; Q9NZJ5; CHO PERK-DD fusion, SEAP luminescence translation reporter; inhibition, % at 5.6 µM; actives 0.17% (n = 220,000); AID 1416;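 active means inhibition above the mean inhibition of all tested compounds plus 3 SD, set separately per screening campaign, cut at about 2.9% in these data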;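 further: PERK kinase domain activated by AP20187 dimerizer at 100 nM; 0% = DMSO with dimerizer and 100% = rapamycin at 8.4 µM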
* hit, by the source's call; . = not tested or not shown; & = joins results of further samples; [ ] = remark or other dose.

SMILES	Furin inhibitor	Wee1 degr inh	p97 inhibitor	KCC2 mod	FXIIa inh 1536	KLK5 inh	Thrombin inh	FXIa inh	PERK inhibitor
COc1cccc(C(=O)Nc2ccc(S(=O)(=O)Nc3onc(C)c3C)cc2)c1	-13[20 µM]	3	8	0.052	32	-25	-8	19	0.7
Cc1ccc(CC(=O)NCCCn2ccnc2)cc1	-13	3	6	.	4	-4	-8	-3	-0.1
COc1ccccc1OCCOc1ccc(/C=N/n2cnnc2)cc1	-26	3	-4	-2.1	11	-6	0	2	0.1
CCN(CC)CC(=O)NCC1(c2ccccc2)CCOCC1	-15[20 µM]	-2	-4	.	15	-28	-10	-8	0.5
CC(CN1CCOCC1)OC(=O)C(c1ccccc1)c1ccccc1 (stereo not drawn)	-17[20 µM]	-1	-4	0.68	8	-7	-2	4	0.7
C=CCn1c(N)c(C(=O)OC(C)(C)C)c2nc3ccccc3nc21	-30[20 µM]	3	14	.	4	-31	-8	-8	-0.8
CN1CCN(C(=O)c2cccc(COc3cc(Cl)ccc3Cl)c2)CC1	-12[20 µM]	3	-4	-0.54	10	-9	0	-1	-0.4
COc1ccc(Cl)cc1C(=O)NCC(C)C	-5	1	0	.	5	-10	2	6	0.6
CCOC(=O)C1CN(S(=O)(=O)c2ccccc2)CCN1S(=O)(=O)c1ccccc1 (stereo not drawn)	-23[20 µM]	-3	3	.	19	-12	7	0	-0.9
CCOC(=O)c1ccc(NC(=S)N(CCN2CCCCCC2)Cc2cccs2)cc1	-30	-1	1	-0.29	13	1	0	-1	-0.4
C=CCNC(=O)/C=C/c1ccc(C(C)C)cc1	-9	2	5	0.047	15	-21	-3	3	1.8
COc1cc(NC(=O)COC(=O)CNC(=O)c2ccc(Cl)cc2)c(C)cc1[N+](=O)[O-]	-21	12*	4	-0.63	13	-4	-1	4	1.1
COc1ccc(CCNC(=O)CSc2nnc(CNc3ccc(Cl)cc3)o2)cc1OC	-25[20 µM]	-1	2	-0.23	14	-25	0	7	-0.7
CN(C)S(=O)(=O)c1ccc(NC(=O)COc2ncnc3sccc23)cc1	-24	2	0	0.7	8	-3	-9	-7	-0.8
COc1ccc(N2C(=O)C(CC(N)=O)N(NC(=O)CCc3ccccc3)C2=O)cc1 (stereo not drawn)	-26	-3	7	-0.66	3	-5	-5	-5	1.8
Cc1cc(N2CCN(C3CCCC3)CC2)n2c(nc3ccccc32)c1C#N	-26	0	1	-1.9	9	-15	-4	19	-0.1
O=C(CSc1ccc2nnc(-c3ccncc3)n2n1)Nc1nccs1	-21	2	2	1.7	7	-2	-5	-4	0.8
Cc1cc2c(cc(C(=O)OCC(=O)NCc3ccco3)n2C)s1	-21[20 µM]	3	8	-0.066	8	5	1	2	-0.2
CN(C)c1cccc(C(=O)OC(C(=O)Nc2ccc([N+](=O)[O-])cc2Br)c2ccccc2)c1 (stereo not drawn)	-12	-3	-3	-0.7	1	-7	-10	-7	-0.3
CCN(CC)C(=O)CSc1nc(-c2ccccc2)ccc1C#N	-17	3	2	-1.8	-9	-23	-1	-6	0.4

Record cards (already shown). Order of screens: Furin inhibitor	Wee1 degr inh	p97 inhibitor	KCC2 mod	FXIIa inh 1536	KLK5 inh	Thrombin inh	FXIa inh	PERK inhibitor
C=CCNC(=O)/C=C/c1ccc(C(C)C)cc1 reads -9	2	5	0.047	15	-21	-3	3	1.8
Cc1ccc(CC(=O)NCCCn2ccnc2)cc1 reads -13	3	6	.	4	-4	-8	-3	-0.1
COc1ccccc1OCCOc1ccc(/C=N/n2cnnc2)cc1 reads -26	3	-4	-2.1	11	-6	0	2	0.1

The results go on:
SMILES	Furin inhibitor	Wee1 degr inh	p97 inhibitor	KCC2 mod	FXIIa inh 1536	KLK5 inh	Thrombin inh	FXIa inh	PERK inhibitor
O=C(CSc1nc2ccccc2s1)Nc1ccc(Cl)c(C(=O)O)c1	-20	-1	0	2.1	.	-1	-7	-2	0.3
CCn1c(NCc2ccccn2)nc2ccccc21	-10[20 µM]	0	2	0.034	11	-3	9	7	1.1
CCOc1cccc2cc(C(=O)NCCC3=CCCCC3)c(=O)oc12	-21	-2	0	0.59	10	-1	-3	-2	0.7
Nc1nc(Nc2ccccc2Cl)cc(=O)[nH]1	-18	-4	1	-0.13	6	0	-2	-1	-0.3
c1ccc(-n2ncc3c2ncn2nnnc32)cc1	-13	3	3	-1	19	7	5	-3	0.1
COc1cccc(/C=C(/C(=O)OCC(=O)NC2CCCC(C)C2C)c2ccccc2)c1 (stereo not drawn)	9	-1	-11	-1.8	9	-16	-6	5	-0.6
Cc1nn(C)c(=S)n1-c1ccc(Cl)cc1	-6	1	-1	1.6	31	44*	1	28	1.2
O=C(Nc1ccc(C(=O)O)cc1)/C(=C/c1ccc2c(c1)OCO2)NC(=O)c1cccc(Br)c1	6	-1	1	0.39	2	-6	-25	-8	-0.2
C=CCOC(=O)C1=C[C@@H](c2cn(C(C)=O)c3ccccc23)C[C@@H](OCCCCO)O1	-33	1	2	-2.1	8	1	-1	1	0.2
O=C(C1CCC(CNS(=O)(=O)c2cccc3nsnc23)CC1)N1CCN(c2ccccn2)CC1 (stereo not drawn)	-23	1	3	-1	5	1	-3	-1	0.3
CN(CC(=O)Nc1cccc(F)c1)CC(=O)Nc1cccc(S(N)(=O)=O)c1	-19	0	4	0.72	1	-2	-7	-7	0.0
COc1ccc(-n2ncc3c(N4CCN(c5cc(C)ccc5C)CC4)ncnc32)cc1	-32	0	0	-0.12	13	-9	-3	5	1.4
CCCCCCCCn1c2c(c(=N)c3c1CCC3)CCCC2	-19	-5	1	1.1	13	3	1	2	1.1
O=C(CSc1nc2ccc([N+](=O)[O-])cc2[nH]1)NC1CCCCCC1	-13	-2	9	-0.9	9	-3	-6	5	-0.3
Cc1ccc2nc(SCc3ccccc3)c(C=O)c(=O)n2c1	-17	8	3	0.61	8	-18	-7	6	0.7
Cc1ccc(S(=O)(=O)NCCCCCC(=O)Nc2nccs2)cc1	-14[20 µM]	-1	1	.	13	18	11	13	0.3
CCCCCCCCCn1c2c(c(=N)c3c1CCC3)CCCC2	-20	11*	-4	-0.018	8	-1	-3	-1	-0.1
CCc1nc2ccccc2n1CC(C)C(=O)O (stereo not drawn)	-18[20 µM]	-1	4	-0.058	7	-1	3	6	1.9
COc1cccc(/C=N/NC(=O)c2[nH]c(C)c(C(=O)N/N=C/c3cccc(OC)c3)c2C)c1	-9	-1	7	-3.9	4	-7	-5	6	0.9
COC(=O)c1ccsc1-n1cc(C#N)c(=O)n(C)c1=O	-10	-1	5	1.3	4	-8	-9	-3	0.1

KLK5 inh: entries above that show a hit.
SMILES	Furin inhibitor	Wee1 degr inh	p97 inhibitor	KCC2 mod	FXIIa inh 1536	KLK5 inh	Thrombin inh	FXIa inh	PERK inhibitor
Cc1nn(C)c(=S)n1-c1ccc(Cl)cc1	-6	1	-1	1.6	31	44*	1	28	1.2

(continued)
SMILES	Furin inhibitor	Wee1 degr inh	p97 inhibitor	KCC2 mod	FXIIa inh 1536	KLK5 inh	Thrombin inh	FXIa inh	PERK inhibitor
O=C(CSc1ccc2nnc(-c3ccccn3)n2n1)N1CCOCC1	-22	2	1	-0.0056	14	0	0	15	2.2
COc1cc(C(=O)Nc2ccc(NC(=O)C3CC3)nc2)cc(OC)c1OC	-26	1	6	-0.23	9	-2	3	2	-1.3
O=C(N1CCOCC1)N(CCN1CCOCC1)Cc1cccc2ccccc12	-15[20 µM]	2	-4	0.21	-2	-15	-8	22	-1.0
CC(C)(C)c1ccc(/C=C2\SC(=O)N=C2N)cc1	-13	-1	0	0.28	1	-12	-5	-7	1.1
CN(CC(O)COc1ccc(OCC(O)CN(C)C2CCCCC2)cc1)C1CCCCC1 (stereo not drawn)	-12[20 µM]	4	2	.	7	-5	3	-1	-1.4
COc1cc(C(=O)OCC(=O)N2CCCCC2C)ccc1OCc1c(C)noc1C (stereo not drawn)	-24	2	-1	0.089	9	5	-1	0	0.1
O=C(CN1CCOCC1)Nc1ccc(NC(=O)CN2CCOCC2)c(Cl)c1	-21	0	3	-0.94	15	-17	5	10	0.6
COc1ccc(CN2CCSCC2)cc1O	-16[20 µM]	-1	2	-0.24	12	-6	0	3	0.8
CCOc1ccccc1OCCCC(=O)Nc1ccc(OC)nc1	-16	1	1	-0.018	6	-25	-4	4	0.5
CC(NC(=S)Nc1cccc(C(F)(F)F)c1)C(C)(C)C (stereo not drawn)	-18	0	-1	-0.013	8	-1	-6	-2	0.8
Cn1c(=O)oc2ccc(C(=O)CSc3nnnn3-c3ccccc3)cc21	-28	-1	1	0.78	19	2	2	8	0.1
C=CCN(c1ccccc1)S(=O)(=O)c1cccc(C(=O)Oc2ccc3c(C)cc(=O)oc3c2)c1	-42	-3	3	-0.53	5	-28	-4	-2	1.3
Cc1ccc2c(CSc3nnc(C4CC4)n3N)cc(=O)oc2c1	-5	-4	3	-1	7	-6	1	-11	0.4
COCCn1c(SCc2ccc(C(=O)OC)o2)nc2ccccc2c1=O	-29	3	1	.	19	-5	0	1	0.0
CN(C)CCC(c1ccc(Cl)cc1)c1ccccn1 (stereo not drawn)	-19	-1&-2	2&7	0.19&0.32	16	-9	2	4	0.4&0.4
COc1cccc(NC(=O)C2CCN(c3ncccn3)CC2)c1	-5[20 µM]	-2	-3	0.94	21	-13	4	0	0.0
Cc1nn(Cc2ccccc2Cl)c(C)c1N	-12	-3	-3	0.56	-1	-7	-3	-6	0.0
CCOc1ccc(-c2nnn(CC#N)n2)cc1OC	-15[20 µM]	2	2	.	3	-6	-2	-4	1.3
O=C1Nc2ccccc2N(O)N1c1cc(-c2ccccc2)[nH]n1	-11	-3	7	1.2	4	-5	.	3	0.4
COc1ccc(-n2c(C)cc(/C=C/c3nc(O)c([N+](=O)[O-])c(=O)[nH]3)c2C)cc1	-8	-1	5	0.2	12	18	6	-38	0.9
CCN(CC)C(=O)CSc1ccccc1N	0	-1	-1	-0.083	2	47*	12	3	0.6
CCOC(=O)Cc1csc(NC(=O)CSc2nnc(-c3ccncc3)n2Cc2ccco2)n1	-7[20 µM]	-2	0	0.029	.	.	.	.	1.3
COc1ccc(CNC(=O)c2ccc(-c3ccccc3)cc2)cc1OC	-21	1	1	.	13	-10	3	4	1.0
CCOc1ccc(NC(=S)N(CCOC)C(C)c2cccnc2)cc1 (stereo not drawn)	-36	1	1	-0.063	16	.	0	1	0.2
N=c1occ(C(=O)c2cc(F)ccc2O)cc1C(=O)NC1CCCCC1	-17	0	10	-1.7	6	1	-9	-3	1.3
Cc1c(C(=O)Nc2ccc(-c3nnc4n3CCCCC4)cc2)oc2ccc(Br)cc12	-18	7	3	-1.2	16	-14	-4	10	-0.4
Brc1cccc(CNc2nc3ccccc3n2CCN2CCOCC2)c1	-2	-1	-2	-0.28	2	-4	-3	-1	0.2
CCOC(=O)c1cc(CC)sc1N1C(=O)CC(Sc2ncccc2C(=O)O)C1=O (stereo not drawn)	-32	2	2	-0.036	8	-2	-11	-5	0.6
CCOc1ccc(C(=O)N/N=C/c2cccc3cccnc23)cc1	-13[20 µM]	1	1	-1.4	7	-8	4	21	0.5
Cc1c(Cl)cccc1NC(=O)C(=O)NNC(=O)c1ccccc1F	-25	3	2	89*	.	-4	-4	-3	1.0
O=S(=O)(NCc1ccccn1)c1ccc(F)cc1	-10	-4	-1	0.59	15	-5	2	2	0.6
Cn1c2c(c(=O)c3ccccc31)CCC(C)(C)O2	-17	11*	1	0.17	-5	-16	-7	-6	0.0
CCc1cc2ccccc2nc1SCC(=O)Nc1cc(C)on1	-21	-2	3	0.48	-4	-34	-10	-11	-0.4
O=C(NCCCN1CCOCC1)c1ccc(Cl)cc1[N+](=O)[O-]	-27	-1	3	-0.43	7	-1	-11	-6	0.7
O=C(c1ccccc1)C1CCN(c2ncccc2[N+](=O)[O-])CC1	-3	0	-8	-1.4	5	-4	0	-4	-0.2
